Hck Nef HTS: inhibitors of Nef-activated human Hck kinase, primary screen, biochemical, Z-Lyte FRET, 384-well, Hck-YEEI; Recombinant Hck-YEEI plus Nef, Z-Lyte FRET kinase assay; AID 463187, 2010; inhibition, % at 20 µM; Tyrosine-protein kinase HCK (Homo sapiens), P08631; 220,000 tested, 0.68% active;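 active means Hck-Nef kinase inhibition above about 50%, limit read from the data; inactive means inhibition below that limit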;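 further: 0% = DMSO with Hck plus Nef and 100% = Hck alone without Nef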
Target sequence (P08631 whole entry, looked up): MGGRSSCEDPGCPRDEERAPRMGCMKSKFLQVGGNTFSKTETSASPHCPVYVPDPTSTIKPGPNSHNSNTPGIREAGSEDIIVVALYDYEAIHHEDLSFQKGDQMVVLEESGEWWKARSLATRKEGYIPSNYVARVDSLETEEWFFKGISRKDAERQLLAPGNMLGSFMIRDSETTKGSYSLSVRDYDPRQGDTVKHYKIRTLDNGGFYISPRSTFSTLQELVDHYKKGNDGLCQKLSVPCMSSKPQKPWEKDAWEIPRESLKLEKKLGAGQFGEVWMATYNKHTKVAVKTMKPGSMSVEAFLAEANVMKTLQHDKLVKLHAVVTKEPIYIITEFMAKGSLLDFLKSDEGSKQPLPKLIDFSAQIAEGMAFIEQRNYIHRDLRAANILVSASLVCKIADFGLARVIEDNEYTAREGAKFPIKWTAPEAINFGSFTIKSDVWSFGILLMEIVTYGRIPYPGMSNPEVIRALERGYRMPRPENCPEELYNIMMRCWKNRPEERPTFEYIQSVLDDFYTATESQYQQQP
FXIa inh: human FXIa protease inhibitors, primary screen, biochemical, 1536-well | inhibition, % at 5 µM | AID 798, 2007 | purified FXIa, Boc-Glu-Ala-Arg-AMC fluorogenic substrate | 220,000 tested, 0.14% active | Coagulation factor XI (Homo sapiens), P03951;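 active means inhibition of at least 40%; inactive means inhibition below 40%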;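 further: fluorescence of freed AMC excited at 355 nm; 0% = enzyme without compound and 100% = no enzyme blank; many of its hits are not listed in these tables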
FXIIa inh: human FXIIa protease inhibitors, primary screen, biochemical, 1536-well. Coagulation factor XII (Homo sapiens), P00748. 220,000 tested, 0.3% active. inhibition, % at 5 µM. purified FXIIa, Boc-QGR-AMC fluorogenic substrate, 2 h. AID 800, 2007; in the data active means inhibition above about 40%;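 further: 0% = enzyme with no compound and 100% = blank without enzyme; many of its hits are not listed in these tables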
Thrombin inh: human alpha-thrombin inhibitors, primary screen, counter-screen for coagulation protease inhibitor project, biochemical, 1536-well, fluorogenic AMC substrate; Prothrombin (Homo sapiens), P00734; Boc-VPR-AMC fluorogenic substrate cleavage; inhibition, % at 5 µM; 220,000 tested, 0.26% active;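 active means inhibition at or above 40%; inactive means inhibition below 40%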;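 further: 0% = enzyme with no compound and 100% = wells without enzyme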
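Assay system: human alpha-thrombin enzyme. Reagent: Boc-VPR-AMC substrate, 15 µM final. Compound dosing: one concentration per compound, 5 µM, with 0.2% DMSO. Incubation: room-temperature reaction. Technique: AMC fluorescence, 355/460 nm. Measure: % inhibition relative to enzyme controls and enzyme-free blanks.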
Runt-CBFb FRET: inhibitors of RUNX1 Runt–CBFb binding, primary screen, biochemical, FRET, Cerulean-Runt, Venus-CBFb, uHTS; Runt-related transcription factor 1 (Homo sapiens) + Core-binding factor subunit beta …; inhibition, % at 20 µM; AID 1496, 2009; 220,000 tested, 0.46% active; Cerulean-Runt/Venus-CBFb FRET ratio 530/480, 1 h;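 active means inhibition over about 50% at 20 µM in the single-dose screen, limit read from the data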;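 further: 0% = DMSO wells and 100% = excess unlabeled CBFb competitor control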
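Reagent – Venus-CBFb binding partner, 100 nM · Assay system – Cerulean-tagged RUNX1 Runt domain (FRET donor) fusion protein · Input – 100 nM per protein · Incubation – two 1 h room-temperature incubations shielded from light · Measured by – FRET fluorescence · Medium – Tris buffer pH 7.5 with salts and BSA · Benchmarks – unlabeled CBFb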
Runt-SMMHC FRET: inhibitors of RUNX1 Runt–CBFb-SMMHC binding, primary screen, biochemical, FRET, Cerulean-Runt, Venus-CBFb-SMMHC, uHTS | Runt-related transcription factor 1 (Homo sapiens) + Core-binding factor subunit beta … | Cerulean-Runt/Venus-CBFb-SMMHC FRET ratio 530/480, 1 h | inhibition, % at 20 µM | 220,000 tested, 0.74% active;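 active means mean inhibition across duplicate retests at 20 µM reaching about 50%, limit read from the data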;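 further: 0% = DMSO wells and 100% = wells with excess untagged CBFb-SMMHC; inhibitors lower the FRET ratio by blocking Runt binding to CBFb-SMMHC; some results filed as inactive read as strong as hits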
14-3-3 Bad PPI: inhibitors of 14-3-3 zeta/Bad binding, primary screen, biochemical, TR-FRET, bovine 14-3-3 zeta; TR-FRET 14-3-3zeta/Dy647-pBad peptide displacement, 1 h; inhibition, % at 21.7 µM; 220,000 tested, 0.71% active; AID 781, 2007;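 active means inhibition above about 70%, limit read from the data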;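 further: 0% = full 14-3-3 plus peptide FRET controls and 100% = background without 14-3-3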
Target sequence (P63103 whole entry, looked up): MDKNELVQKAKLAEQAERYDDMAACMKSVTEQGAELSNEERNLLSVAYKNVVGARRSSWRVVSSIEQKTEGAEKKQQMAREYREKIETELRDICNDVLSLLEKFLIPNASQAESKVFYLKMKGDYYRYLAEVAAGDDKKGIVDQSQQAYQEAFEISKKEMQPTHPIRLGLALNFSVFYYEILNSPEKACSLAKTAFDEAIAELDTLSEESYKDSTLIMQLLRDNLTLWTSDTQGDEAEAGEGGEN
KLK5 inh: human KLK5 protease inhibitors, primary screen, biochemical, 1536-well; Kallikrein-5 (Homo sapiens), Q9Y337; recombinant hK5, fluorogenic AMC substrate cleavage; AID 873, 2007; 210,000 tested, 0.59% active; inhibition, % at 5 µM;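 active means inhibition of 40% or more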;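 further: 0% = enzyme controls without compound and 100% = no-enzyme blanks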
Target sequence (Q9Y337 67-293 limits assumed): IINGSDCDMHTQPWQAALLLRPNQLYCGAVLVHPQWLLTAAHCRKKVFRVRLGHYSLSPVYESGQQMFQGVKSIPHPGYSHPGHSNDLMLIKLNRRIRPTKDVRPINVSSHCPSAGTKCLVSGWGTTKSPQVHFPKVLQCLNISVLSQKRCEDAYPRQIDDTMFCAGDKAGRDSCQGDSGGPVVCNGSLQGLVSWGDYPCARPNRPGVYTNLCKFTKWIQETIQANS
Wee1 stabilizer: Wee1 degradation inhibitors, primary screen, cell-based, HeLa, Wee1K328M-luciferase, luminescence | Wee1-like protein kinase (Homo sapiens), P30291 | HeLa Luc-Wee1K328M stability; 100% = proteasome inhibitor MG132 effect | reporter increase, % at 5 µM | 220,000 tested, 1.2% active;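 active means activation above the mean of all tested compounds plus 3 SD, set per screening run, cut at about 8.8% in these data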;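 further: cells exposed to compound for 20 h before luminescence read; 0% = DMSO alone and 100% = MG132 at 30 µM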
* = called active by the depositor; / = no result given; [ ] = another dose, or the depositor's remark. Not a hit list; about 4.2% have a hit in one of these screens.

#	smiles	Hck Nef HTS	FXIa inh	FXIIa inh	Thrombin inh	Runt-CBFb FRET
1	CCCCOc1ccc(-c2c(C#N)c(N)[nH]c(=S)c2C#N)cc1	19	2	9	-5	27
2	CCN1C(=O)/C(=C/c2nc3ccccc3c(=O)n2-c2ccccc2)c2ccccc21	1	-1	2	-4	-2
3	CN(C(=O)C(Cl)Cl)c1ccc(OC(=O)c2ccco2)cc1	-8	-5	-1	/	-3
4	O=C(C(=O)N1CCN(c2ccc(F)cc2)CC1)c1c[nH]c2ccccc12	17	-2	4	-4	0
5	CC(NC(=O)Cn1ccsc1=N)C12CC3CC(CC(C3)C1)C2 (stereo not drawn)	2	3	11	1	0
6	O=C(c1cccs1)N(Cc1nc2sc3c(c2c(=O)[nH]1)CCCC3)C1CCCC1	-1	-1	13	-2	-1
7	Cc1ccc(C)c(Oc2ncnc(N)c2[N+](=O)[O-])c1	3	20	25	-5	0
8	CCC(CC)c1nnc(NC(=O)c2cccc(S(=O)(=O)N3CCc4ccccc43)c2)s1	-1	5	17	-1	-1
9	CC(C)COC(=O)n1c(=O)oc2ccc(S(=O)(=O)N3CCCCC3)cc21	22	-3	2	-9	2
10	COc1ccc(Cn2c(=O)c3[nH]cnc3n(-c3ccccc3C)c2=O)cc1	9	0	1	-6	0

#	Runt-SMMHC FRET	14-3-3 Bad PPI	KLK5 inh	Wee1 stabilizer
1	1	-8	3	-1
2	2	-10[fluorescence artefact?]	0	0
3	4	-3	6	0
4	0	-9	-3	-4
5	2	10	-11	-3
6	1	12	-22	0
7	-3	3	-4	2
8	1	6	3	0
9	-2	-3	-3	-2
10	-7	-4	-4	2

Continuation:
#	smiles	Hck Nef HTS	FXIa inh	FXIIa inh	Thrombin inh	Runt-CBFb FRET
11	O=c1cc(CCl)[nH]c2nc3ccccc3n12	33	4	9	2	0
12	O=c1/c(=C/c2cccc3ccccc23)sc2ncnn12	1	-6	4	-1	-3
13	Fc1ccc(CSc2ncnc3ccccc23)cc1	-7	-7	-7	0	-2
14	O=[N+]([O-])c1cc(S(=O)(=O)N2CCOCC2)ccc1N1CCCC1	17	-5	-1	-18	4
15	COc1ccc(-c2nnc(Sc3nc4ccccc4o3)c3ccccc23)cc1	1	7	9	0	/
16	Cc1cc(C)cc(-n2c(SCC(=O)NCc3ccco3)nc3ccccc3c2=O)c1	-1	-1	8	-3	1
17	O=C(COC(=O)CCC1CCCC1)Nc1ccccc1OC(F)F	3	0	11	5	-3
18	CN(C)S(=O)(=O)c1ccc2c(c1)C(CC(=O)O)NC2=O (stereo not drawn)	-1	7	10	0	-1
19	NC(=O)c1ccc(N2CCN(c3ncc(C(F)(F)F)cc3Cl)CC2)cc1	9	-2	6	-3	1
20	CC1CCc2c(C(=O)NCc3ccco3)csc2C1 (stereo not drawn)	29	1	8	0	6

#	Runt-SMMHC FRET	14-3-3 Bad PPI	KLK5 inh	Wee1 stabilizer
11	-2	14	-2	4
12	-3	-7	-7	5
13	-10	0	-22	-1
14	-3	-1	-6	0
15	-5	-6[fluorescence artefact?]	4	-2
16	4	-4[fluorescence artefact?]	-5	4
17	-3	0	4	3
18	3	1[fluorescence artefact?]	1	2
19	-6	-1	1	0
20	-1	-6	2	-3

Next part.
#	smiles	Hck Nef HTS	FXIa inh	FXIIa inh	Thrombin inh	Runt-CBFb FRET
21	C[C@H](CO)NC(=O)[C@@H]1C[C@H]1[C@@H](NP(=O)(c1ccccc1)c1ccccc1)c1ccccc1	0	7	13	3	-1
22	O=C(c1cn(-c2ccccc2)nc1-c1ccccc1)N1CCOCC1	-2	3	10	1	2
23	CCc1cccc(NC(=O)CSc2nc3c(c(=O)[nH]2)CCCC3)c1	2	29	11	-1	-3
24	Cc1noc(C)c1S(=O)(=O)N1CCCC(C(=O)NCCC2=CCCCC2)C1 (stereo not drawn)	0	3	10	1	1
25	CCOC(=O)c1ccc(NC(=S)NCCc2ccccc2F)cc1	-62	-3	2	5	-1
26	C=CCN1C=C2C(=O)C(C)(OC(=O)C3CCCC3)C(=O)C=C2C=C1c1ccsc1 (stereo not drawn)	25	4	9	-2	2
27	Nc1nnc(SCC(=O)OCC(=O)Nc2ccccc2)s1	-3	0	2	1	0
28	COc1ccc2sc(C)nc2c1NC(C)=O	2	-25	4	-5	-1
29	Fc1cccc(F)c1-n1c(CN2CCCCC2)csc1=S	-2	-2	6	-12	-3
30	CCN1CCCC1CNC(=O)C(=O)NC(C)c1ccccc1 (stereo not drawn)	18	-5	1	-14	2

#	Runt-SMMHC FRET	14-3-3 Bad PPI	KLK5 inh	Wee1 stabilizer
21	1	-7[fluorescence artefact?]	-5	3
22	-1	-2[fluorescence artefact?]	-9	2
23	4	2	16	-2
24	2	15	-21	3
25	3	-9	-14	3
26	8	-2	4	/
27	0	-2	2	0
28	3	5	1	-1
29	-2	-2	-5	3
30	3	5	-2	-1

3 records drawn at random from those above, as already listed:
#	smiles	Hck Nef HTS	FXIa inh	FXIIa inh	Thrombin inh	Runt-CBFb FRET
29	Fc1cccc(F)c1-n1c(CN2CCCCC2)csc1=S	-2	-2	6	-12	-3
21	C[C@H](CO)NC(=O)[C@@H]1C[C@H]1[C@@H](NP(=O)(c1ccccc1)c1ccccc1)c1ccccc1	0	7	13	3	-1
28	COc1ccc2sc(C)nc2c1NC(C)=O	2	-25	4	-5	-1

#	Runt-SMMHC FRET	14-3-3 Bad PPI	KLK5 inh	Wee1 stabilizer
29	-2	-2	-5	3
21	1	-7[fluorescence artefact?]	-5	3
28	3	5	1	-1

(cont.)
#	smiles	Hck Nef HTS	FXIa inh	FXIIa inh	Thrombin inh	Runt-CBFb FRET
31	COc1ccc(NC(=O)c2ccc3c(=O)n(-c4ccc(OC)cc4OC)c(=S)[nH]c3c2)cc1	16	1	2	-11	-1
32	COC(=O)c1cc(C(=O)N2CCN(c3cccc(Cl)c3)CC2)cc([N+](=O)[O-])c1	19	2	6	1	0
33	CC(=O)/C(C[N+]1(C)CCCCC1)=N\O	0	-23	3	-5	-4
34	COC(=O)Cc1[nH]c(=S)[nH]c1C(=O)OC	-6	-10	-3	-7	12
35	O=C(Nc1ccccc1)N(C1=NCCCCS1)c1ccccc1	-3	-6	-3	-8	1
36	N#C/C(=C/c1ccc(Br)s1)C(=O)NCCc1c[nH]c2ccccc12	2	1	11	-4	3
37	COCCN1Cc2cccc(C(=O)Nc3c(C)cc(C)cc3C)c2C1=O	4	32	7	2	0
38	COc1ccc2c(c1)N(C(=O)CSc1n[nH]c(C)n1)C(C)(C)C=C2C	-1	4	11	1	2
39	CCC(C)(NC(=O)c1cccc(N2C(=O)CSC2c2ccccc2)c1)C(=O)Nc1ccccc1C (stereo not drawn)	-1	6	21	4	-1
40	CCOc1cc(/C=N/NC(=O)Cn2nc([N+](=O)[O-])cc2C)ccc1OCc1ccc(F)cc1	-1	-6	-1	1	-2

#	Runt-SMMHC FRET	14-3-3 Bad PPI	KLK5 inh	Wee1 stabilizer
31	-4	-14	-10	-2
32	0	-6	-1	0
33	6	8[fluorescence artefact?]	2	4
34	-2	-6	-16	-2
35	-3	0	6	-4
36	1	-7	-4	2
37	5	18[fluorescence artefact?]	-6	-2
38	-4	-2	6	-1
39	1	-2	-3	-3
40	-1	15[fluorescence artefact?]	-8	-4

Profiles as entered above. Order of screens: Hck Nef HTS, FXIa inh, FXIIa inh, Thrombin inh, Runt-CBFb FRET, Runt-SMMHC FRET, 14-3-3 Bad PPI, KLK5 inh, Wee1 stabilizer
`CCOc1cc(/C=N/NC(=O)Cn2nc([N+](=O)[O-])cc2C)ccc1OCc1ccc(F)cc1` is entered as -1, -6, -1, 1, -2, -1, 15[fluorescence artefact?], -8, -4
`Cc1noc(C)c1S(=O)(=O)N1CCCC(C(=O)NCCC2=CCCCC2)C1` (stereo not drawn) is entered as 0, 3, 10, 1, 1, 2, 15, -21, 3

Continued.
#	smiles	Hck Nef HTS	FXIa inh	FXIIa inh	Thrombin inh	Runt-CBFb FRET
41	Cc1ccc(-c2n[nH]c(=O)c3ccccc23)cc1S(=O)(=O)N(C)CCO	-14	0	-2	1	3
42	COc1ccccc1NC(=O)C(C)NS(=O)(=O)c1ccccc1 (stereo not drawn)	8	4	12	1	1
43	CSc1nc2c(c(=O)[nH]1)C(c1cccc(Br)c1)CC(=O)N2 (stereo not drawn)	14	-6	12	-24	-1
44	CCc1cccc(NC(=O)Nc2cccs2)c1	2	-8	10	-4	7
45	O=C(c1cccnc1)N1CCC(c2nc3ccccc3[nH]2)CC1	0	-10	3	-12	0
46	COC(C[C@H](O)C[C@H](O)COCc1ccccc1)OC	10	19	26	24	2
47	Cn1c(=O)n(C)c2cc(S(=O)(=O)Nc3ccccc3O)ccc21	6	8	20	-3	3
48	COc1ccc(N2CSC3=C(C#N)C(c4ccc(OC)c(OC)c4)CC(=O)N3C2)c(OC)c1 (stereo not drawn)	0	-7	5	-7	23
49	COc1cc(NC(=O)CSc2c3c(nc4ccccc24)CCC3)cc(OC)c1OC	2	15	6	0	-3
50	CC(=O)/C=C/c1ccccc1O	16	-2	5	-13	1

#	Runt-SMMHC FRET	14-3-3 Bad PPI	KLK5 inh	Wee1 stabilizer
41	-3	-6[fluorescence artefact?]	-6	4
42	0	5[fluorescence artefact?]	2	-3
43	-2	4	1	-1
44	-129	0	-26	4
45	0	-1[fluorescence artefact?]	-15	0
46	2	-6	19	/
47	-5	-5[fluorescence artefact?]	-4	0
48	31	0	1	-4
49	-5	-12	-3	8
50	-4	2	4	1

(listing goes on)
#	smiles	Hck Nef HTS	FXIa inh	FXIIa inh	Thrombin inh	Runt-CBFb FRET
51	CC(C)(C)c1cc(Br)c(O)c(N=Nc2ccc(S(=O)(=O)N3CCOCC3)cc2)c1	18	-1	4	-3	-3
52	CCn1c(-c2ccncc2)n[nH]c1=S	9	8	-3	2	0
53	CCn1c(SCC(=O)Nc2cc(F)ccc2C)nnc1-c1ccccc1O	4	1	19	2	-1
54	COc1cc(OC)cc(C(=O)N2CCC(N3CCN(c4ccccc4OC)CC3)CC2)c1	6	12	13	0	1
55	CC(C)(C)NC(=O)COC(=O)/C=C/c1ccc(F)cc1	1	2	10	-4	0

#	Runt-SMMHC FRET	14-3-3 Bad PPI	KLK5 inh	Wee1 stabilizer
51	1	-8	0	0
52	6	13	-16	1
53	-1	-5[fluorescence artefact?]	-12	-1
54	4	43	-7	8
55	-1	-1[fluorescence artefact?]	-4	-1

Screening data (PubChem BioAssay)
